ASK1 inh: inhibitors of human ASK1 kinase. 0.99% of 22,000 active. Q99683. AID 1159602. AlphaScreen MKK6 phosphorylation by ASK1, luminescence. inhibition, % at 7.44 µM; in the data active = inhibition above about 35%;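 note: 0% = median of compound wells and 100% = no enzyme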
ULK1 primary: inhibitors of human ULK1 kinase | O75385 | AlphaScreen Atg13 phosphorylation by ULK1, luminescence | inhibition, % at 5.96 µM | AID 1259251 | 1.9% of 30,000 active; in the data active = inhibition above about 43%;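 note: 0% = median of compound wells and 100% = no enzyme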
Target sequence (O75385 whole entry, looked up): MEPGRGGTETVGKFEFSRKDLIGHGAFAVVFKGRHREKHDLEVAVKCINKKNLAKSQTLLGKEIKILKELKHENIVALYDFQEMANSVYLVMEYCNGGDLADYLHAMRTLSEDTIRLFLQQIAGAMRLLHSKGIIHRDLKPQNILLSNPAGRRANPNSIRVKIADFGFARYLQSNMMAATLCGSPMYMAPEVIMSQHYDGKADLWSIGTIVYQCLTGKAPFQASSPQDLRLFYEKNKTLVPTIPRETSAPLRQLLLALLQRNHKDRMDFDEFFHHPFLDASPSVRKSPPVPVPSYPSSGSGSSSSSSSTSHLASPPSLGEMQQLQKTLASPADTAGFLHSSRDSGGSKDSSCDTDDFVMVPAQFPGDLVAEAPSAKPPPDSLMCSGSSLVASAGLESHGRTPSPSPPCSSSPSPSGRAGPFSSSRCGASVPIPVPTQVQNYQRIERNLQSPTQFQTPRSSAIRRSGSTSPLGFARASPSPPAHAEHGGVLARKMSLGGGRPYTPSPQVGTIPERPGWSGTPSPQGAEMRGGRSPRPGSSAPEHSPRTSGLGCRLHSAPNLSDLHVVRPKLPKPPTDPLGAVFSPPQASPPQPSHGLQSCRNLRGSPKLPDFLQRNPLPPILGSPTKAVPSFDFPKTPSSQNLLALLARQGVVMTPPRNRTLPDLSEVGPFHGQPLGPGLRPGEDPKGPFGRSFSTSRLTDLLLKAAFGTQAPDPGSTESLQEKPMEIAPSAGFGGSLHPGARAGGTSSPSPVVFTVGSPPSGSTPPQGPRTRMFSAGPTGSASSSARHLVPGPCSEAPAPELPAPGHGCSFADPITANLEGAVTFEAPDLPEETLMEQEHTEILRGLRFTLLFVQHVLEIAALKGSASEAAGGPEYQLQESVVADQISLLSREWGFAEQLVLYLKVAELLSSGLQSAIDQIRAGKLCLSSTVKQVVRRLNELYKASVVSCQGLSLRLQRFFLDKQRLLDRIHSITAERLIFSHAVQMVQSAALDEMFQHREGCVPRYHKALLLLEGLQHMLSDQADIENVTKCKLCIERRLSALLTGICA
Starred values were filed as active, the others as inactive; . = no result given. The order is random; any-hit rate near 2.2%.

SMILES | ASK1 inh | ULK1 primary
COc1cc(NC(=O)c2ccc([N+](=O)[O-])cc2[N+](=O)[O-])c(OC)cc1Cl | . | -3
c1ccc(CNc2ncnc3nc(N4CCOCC4)[nH]c23)cc1 | 8 | -1
O=C(N/N=C/c1ccc(O)cc1O)C1CC1c1ccccc1 (centres undefined) | . | -17
COc1nc(Nc2ccccc2)nc(-c2c(C)noc2C)n1 | 6 | 3
Nc1nccc(-c2ccc(-c3n[nH]c(C4COc5ccccc5O4)n3)cc2)n1 (centres undefined) | -6 | 0
O=C(NCCCN1CCCC1=O)c1ccc2nc(Nc3ccccn3)sc2c1 | -1 | 5
O=C(Cc1ccccc1)Nc1cnn(-c2cccc(C(=O)Nc3ccc(-c4cnc[nH]4)cc3)c2)c1 | 5 | -3
Nc1cccc(-c2nc(Nc3ccc(N4CCOCC4)cc3)c3ncn(-c4ccccc4)c3n2)c1 | 3 | -23
CCCNc1nc(N2CCCC2CO)nc2c1ncn2-c1ccccc1 (centres undefined) | 7 | -4
O=C(NNC1CC(=O)N(c2ccc(Cl)cc2)C1=O)c1cccc([N+](=O)[O-])c1 (centres undefined) | . | 13
COc1ccc(-c2cc(Nc3ccc(NC(C)=O)cc3)ncn2)cn1 | 4 | 2
O=C(Nc1ccc(N2CCOCC2)cc1)c1cccc(-c2ccccc2)c1 | -8 | -6
O=C1CCCN1CCCNc1nc(NC2CC2)c2ncn(CCN3CCCC3=O)c2n1 | -21 | 2
Oc1ccc(CCNc2ccnc(Nc3cnccn3)n2)cc1 | -3 | 2
COc1ccccc1/C=C/C(=O)c1ccsc1 | . | 15
O=C(NCCN1CCOCC1)c1cnc(NCCCN2CCCC2=O)s1 | -15 | -8
CCCNC(=O)c1csc(-c2c(C)noc2C)n1 | 4 | 8
Cc1cnc(NC2CCN(Cc3ccccc3)CC2)nc1NCc1cccc(C(F)(F)F)c1 | 6 | -24
Cn1cc(-c2cc(Nc3ccc(-n4cnc(N5CCOCC5)n4)cc3)ncc2Cl)cn1 | -50 | -14
COc1ccccc1N/C=C/C(=O)c1ccc(OC)c(OC)c1 | . | 1
Cc1cnc(N2CCCC2CO)nc1NCCc1ccc(O)cc1 (centres undefined) | -2 | 5
O=C(NCc1cccc(C(F)(F)F)c1)c1ccc2nc(NC3CCC(O)CC3)sc2c1 (centres undefined) | -5 | -18
O=C(Nc1ccc2[nH]ncc2c1)C1CCN(C(=O)[C@H](O)c2cccc(Cl)c2)C1 (some centres undefined) | -12 | -1
COc1ccc(CCNc2nc(Nc3ccc(N4CCOCC4)cc3)nc3nc[nH]c23)cc1 | 25 | 41
NC(=O)c1ccc(-c2nc3ccc(C(=O)Nc4ccccc4)cc3s2)cc1 | 13 | -21
O=C(NCC(O)c1ccc(Cl)cc1)c1cc(-c2ccc3[nH]ncc3c2)ccn1 (centres undefined) | -5 | -38
c1nc(NC2CC2)cc(N2CCOCC2)n1 | -9 | -7
Cc1ccc(N(CCc2ccc(C)nc2)N=O)cc1 | . | 2
COc1ccc(S(=O)(=O)N2CCC(C(=O)N3CCCCCC3)CC2)cc1 | . | 6
C/C(=C(/CCOC(=O)C(C)C)SS/C(CCOC(=O)C(C)C)=C(\C)N(C=O)Cc1cnc(C)nc1N)N(C=O)Cc1cnc(C)nc1N | . | 7
Nc1ncc(-c2cccnc2)cc1-c1ccc(S(N)(=O)=O)cc1 | 4 | -11
COc1ccc(-c2nc(NCCO)c3ncn(CCN4CCCC4=O)c3n2)cn1 | -1 | -20
CCCNc1cc(Nc2ccccn2)nc(N)n1 | -1 | 1
O=C(Nc1ccccc1)C1CCN(c2ccc(Nc3cnccn3)nn2)CC1 | 8 | -4
Oc1ccc(CCNc2nc(Cl)nc3c2ncn3-c2ccccc2)cc1 | -20 | -17
CCCNc1nc(Nc2ccncn2)nc2c1ncn2C(C)C | -16 | -2
Cc1cnc(Nc2ccc(C(F)(F)F)cc2)nc1NCCN1CCOCC1 | 11 | 0
CC(C)N(CCNc1ncnc2nc(NC3CCN(Cc4ccccc4)CC3)[nH]c12)C(C)C | -1 | 6
COc1ccc(-c2nc(C(=O)NCCCN3CCCC3=O)cs2)cc1 | -12 | -6
FC(F)(F)c1ccc(Cn2cnc3c(NCCN4CCOCC4)nc(N4CCc5ccccc5C4)nc32)cc1 | -1 | -10

Complete entries, looked up by structure.
Listed for `Cc1ccc(N(CCc2ccc(C)nc2)N=O)cc1` = ASK1 inh: .; ULK1 primary: 2
Listed for `COc1ccc(CCNc2nc(Nc3ccc(N4CCOCC4)cc3)nc3nc[nH]c23)cc1` = ASK1 inh: 25; ULK1 primary: 41
Listed for `CCCNc1nc(Nc2ccncn2)nc2c1ncn2C(C)C` = ASK1 inh: -16; ULK1 primary: -2

The results go on.
SMILES | ASK1 inh | ULK1 primary
CCOC(=O)/C(C#N)=C(\O)c1ccc(NC(=O)CCC(=O)O)cc1 | . | -7
COc1ccc(-c2nc3ncnc(NCCN(C(C)C)C(C)C)c3[nH]2)cc1 | 9 | 3
COc1cc(OC)nc(Oc2cccnc2C(=O)N[C@@H](CC(C)C)C(N)=O)n1 | . | 15
COc1sc(SC)cc1/C=N/Nc1ccc([N+](=O)[O-])cc1 | . | 2
CC(C)N(CCNc1nc(N2CCN(Cc3ccc4c(c3)OCO4)CC2)nc2c1ncn2CCN1CCCC1=O)C(C)C | -2 | -8
c1ccc(OCCNc2nc(-c3csc4ccccc34)nc3c2ncn3-c2ccccc2)cc1 | 1 | 4
c1ccc(Nc2nc(Nc3ccccc3)c3[nH]cnc3n2)cc1 | 0 | -5
Cc1cc(NCCc2ccc(O)cc2)nc(-c2ccc3c(ccn3C)c2)n1 | 19 | 3
O=C(Cc1cn(-c2ccc(Nc3ccc4ncccc4c3)nn2)c2ccccc12)NCc1cccnc1 | -3 | -2
Cc1cnn(-c2ccnc(Nc3ccc(-n4cncn4)cc3)n2)c1 | -8 | 22
NC(=O)c1ccccc1Nc1nc(Nc2ccc(F)cc2)ncc1Cl | -66 | 85*
CN1CCN(c2ccc(-c3cccc(C(=O)NC4CC4)n3)cc2)CC1 | 0 | 4
COc1cc(Nc2nc(NC3CC3)c3ncn(Cc4ccc(C(F)(F)F)cc4)c3n2)cc(OC)c1OC | 21 | -26
CCN(CC)C(=O)C1CCCN(c2ncc(C)c(NC3CCN(Cc4ccccc4)CC3)n2)C1 (centres undefined) | 9 | -4
O=C(NC1CC1)c1ccc(-c2nc(Nc3ccccc3)c3ncn(-c4ccccc4)c3n2)cc1 | 13 | 3
O=C1c2ccccc2C(=O)N1c1ccc2ccccc2c1 | . | -1
CCN(CC)C(=O)C1CCCN(c2nc3ccc(C(=O)NCCc4ccc(O)cc4)cc3s2)C1 (centres undefined) | 5 | 7
FC(F)(F)c1ccc(Cn2cnc3c(Nc4ccc5c(c4)OCO5)nc(Nc4nccc5ccccc45)nc32)cc1 | -16 | 2
O=C(NCCCN1CCOCC1)c1ccc(Cl)c(-n2ncc3cc(Nc4c(Cl)cccc4Cl)ccc32)c1 | -8 | -27
Cn1cc(-c2ccc(NC(=O)C3COc4ccccc4O3)cc2)cn1 (centres undefined) | 9 | -11
NC(=O)c1ccc(-c2cncc(C(=O)Nc3ccccc3)c2)cc1 | -12 | -20
NC(=O)c1ccnc(N2CCc3ccccc3C2)c1 | 3 | -4
CS(=O)(=O)c1ccc(N2CCCN(C(=O)Nc3ccccc3C(F)(F)F)CC2)cc1 | . | -4
Fc1ccc(CCn2c(C3COc4ccccc4O3)nc3ncc(-c4ccncc4)cc32)cc1 (centres undefined) | -25 | -15
COc1ccc(CCNc2cc(C)nc(Nc3ccc4ncccc4c3)n2)cc1 | -14 | -52
CC(C)N(CCNc1nc(Nc2cccc(N(C)C)c2)nc2c1ncn2CCN1CCCC1=O)C(C)C | -6 | -7
CCOC(=O)c1c(C)oc2c1cc(NS(=O)(=O)c1ccccc1)c1ccccc12 | . | 2
Clc1ccc(Nc2ncn(-c3ccnc(Nc4ccc(N5CCOCC5)cc4)c3)n2)cc1 | 8 | -4
CS(=O)(=O)Nc1ccc(-c2ccnc(Nc3ccc(C(O)(C(F)(F)F)C(F)(F)F)cc3)n2)cc1 | -29 | 33
O=C1CCCN1CCCNc1nc(NCCN2CCOCC2)c2ncn(-c3ccsc3)c2n1 | -22 | 11
CC(=O)c1cccc(-c2ccc(C(=O)Nc3ccc(Oc4ccccc4)cc3)s2)c1 | 1 | 4
COc1ccc(CCNC(=O)c2csc(N3CCc4ccccc4C3)n2)cc1 | -14 | 3
CN1Cc2c(N)cccc2C(c2ccccc2)C1 (centres undefined) | . | -5
CN(C)c1ccc(NC(=O)C2CCCCC2)cc1 | . | 12
COc1ccc(CCNc2ncnc3c2nc(Nc2ccccc2)n3C(C)C)cc1 | 9 | -31
NCC1OC(O[C@@H]2[C@H](O)C(OC3C(O)C(N)CC(N)C3OC3OC(CO)C(O)C(O)C3N)O[C@@H]2CO)C(N)C(O)C1O (some centres undefined) | . | -7
O=C(Nc1cccc(N=Cc2cc([N+](=O)[O-])cc([N+](=O)[O-])c2O)c1)c1ccco1 | . | 27
NC(=O)c1ccc2nc(Nc3ccc(-n4ccnc4)cc3)sc2c1 | 3 | 6
CN1C(C)(C)CC(NC(=O)c2cccc(-n3cc(NC(=O)Nc4ccccc4Cl)cn3)c2)CC1(C)C | 4 | -10
c1cc(Nc2nc(Nc3ccc4c(c3)OCO4)c3ncn(-c4ccsc4)c3n2)ncn1 | -36 | 15
CC[C@H](CC[C@@H](C)[C@H]1CC[C@H]2[C@@H]3CC=C4C[C@@H](O)CC[C@]4(C)[C@H]3CC[C@]12C)C(C)C | . | 5
c1cncc(CNc2nc(-c3csc4ccccc34)nc3nc[nH]c23)c1 | 3 | 10
Cc1nc(NCc2ccccc2)cc(-c2ccccn2)n1 | . | 2
CC(C)n1c(-c2csc3ccccc23)nc2c(NCc3cccnc3)ncnc21 | -10 | -15
CCOc1ccc(CNC2CCCCC2)cc1 | . | 7
COc1ccc(-c2nc(NCc3nc4ccccc4[nH]3)c3ncn(Cc4ccc(C(F)(F)F)cc4)c3n2)cc1 | -2 | -29
Cc1cc(NCCN(C(C)C)C(C)C)nc(Oc2ccccc2)n1 | -18 | -13
O=C(Cc1cn(-c2ccc(N3CCN(Cc4ccc5c(c4)OCO5)CC3)nn2)c2ccccc12)NCCOc1ccccc1 | 2 | 13

Part of the list above, with values under each structure:
Results follow in this order: ASK1 inh, ULK1 primary
c1cncc(CNc2nc(-c3csc4ccccc34)nc3nc[nH]c23)c1
    3, 10
Cc1nc(NCc2ccccc2)cc(-c2ccccn2)n1
    ., 2
CC(C)n1c(-c2csc3ccccc23)nc2c(NCc3cccnc3)ncnc21
    -10, -15
CCOc1ccc(CNC2CCCCC2)cc1
    ., 7
COc1ccc(-c2nc(NCc3nc4ccccc4[nH]3)c3ncn(Cc4ccc(C(F)(F)F)cc4)c3n2)cc1
    -2, -29
Cc1cc(NCCN(C(C)C)C(C)C)nc(Oc2ccccc2)n1
    -18, -13
O=C(Cc1cn(-c2ccc(N3CCN(Cc4ccc5c(c4)OCO5)CC3)nn2)c2ccccc12)NCCOc1ccccc1
    2, 13

High-throughput results from PubChem BioAssay.
